Bioassay records (PubChem BioAssay)
ADAM17 inh – inhibits human ADAM17; AID 720648; 370,000 compounds, 0.83% hits; recombinant ADAM17, EDANS/DABCYL FRET peptide cleavage; P78536; inhibition, % at 6.95 µM;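 active = inhibition above the mean of compounds lying between control limits plus 3 SD, set per campaign, cut at about 8.5% in these data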;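 also: 0% = DMSO-only wells as the low control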
GAA850 FXN act – frataxin GAA850 promoter activation; 360,000 compounds, 0.56% hits; HEK293 lucGAA850 FXN promoter luciferase reporter, 24 h; percent of 10 µM SAHA response; activation, % at 6 µM;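 active = activation above the average of all compounds screened plus 3 SD, cutoff fixed separately per campaign, cut at about 7.5% in these data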;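 also: 0% = DMSO wells and 100% = 10 µM SAHA wells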
PLC-beta3 inh – blocks human PLC-beta3 enzyme activity. Q01970. Purified PLC-beta3, fluorogenic substrate, fluorescence. inhibition, % at 12.2 µM. 370,000 compounds, 0.18% hits. AID 720704; in the data active = inhibition above about 11%;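 also: 0% = median of compound wells on plate and 100% = full blocker control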
ssDAF-12 act – activates DAF-12 receptor from parasite S. stercoralis; HEK293 ssDAF-12/GRIP1 lit1-tk-luc reporter, luminescence; % of 3 µM dafachronic acid response; activation, % at 6.8 µM; 370,000 compounds, 1% hits;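 active = activation above the mean over all tested compounds plus 3 SD, cut at about 0.9% in these data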;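 also: 0% = DMSO-only wells and 100% = 3 µM delta7-dafachronic acid wells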
sPLA2-III inh – Inhibits HGIII-sPLA2 liposome hydrolysis, primary screen | Q9NZ20 | QFRET BODIPY PC-A2 liposome hydrolysis, fluorescence | inhibition, % at 12.2 µM | 370,000 compounds, 0.56% hits | AID 743126;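 active = inhibition above mean plus 3 SD of compounds lying within the high and low control bounds, cut at about 19% in these data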;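 also: 0% = median of test compound wells and 100% = no enzyme DMSO wells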
DAX1 inh-1 – blocks DAX1 repression of SF-1 activated StAR promoter. HEK293T StAR-luciferase reporter, SF-1/DAX-1 repression relief. inhibition, % at 6.8 µM. 370,000 compounds, 1.1% hits. AID 652010;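 active = inhibition above the mean over all tested compounds plus 3 SD, cut at about 3.6% in these data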;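 also: 0% = DAX-1 cells with DMSO and 100% = cells lacking DAX-1 with DMSO; higher inhibition means more luminescence from relief of DAX-1 repression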
ADAM10 inh – inhibitors of human ADAM10; O14672; recombinant ADAM10, EDANS/DABCYL FRET peptide cleavage, 3 h; inhibition, % at 7 µM; 370,000 compounds, 0.62% hits; AID 720582;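 active = inhibition above a per-campaign cutoff equal to the mean of compounds falling between control-based bounds plus 3 SD, cut at about 20% in these data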;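 also: 0% = DMSO wells while the 100% control is not disclosed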
hgDAF-12 ag – activates the H. glycines DAF-12 receptor ligand-binding domain; HEK293 GAL4-hgDAF12 UAS-luciferase reporter, agonist luminescence; normalized to butyrate control; activation, % at 6.8 µM; 370,000 compounds, 1.8% hits;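 active = activation above a cutoff set at the mean of all screened compounds plus 3 SD, cut at about 10% in these data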;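 also: 0% = DMSO wells and 100% = sodium butyrate wells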
PLC-gamma1 inh – PLC-gamma1 (human) inhibition, primary screen; P19174; purified PLC-gamma1, fluorogenic substrate, fluorescence; inhibition, % at 12.2 µM; 370,000 compounds, 0.84% hits; in the data active = inhibition above about 9.5%
Target sequence (P19174 whole entry, looked up): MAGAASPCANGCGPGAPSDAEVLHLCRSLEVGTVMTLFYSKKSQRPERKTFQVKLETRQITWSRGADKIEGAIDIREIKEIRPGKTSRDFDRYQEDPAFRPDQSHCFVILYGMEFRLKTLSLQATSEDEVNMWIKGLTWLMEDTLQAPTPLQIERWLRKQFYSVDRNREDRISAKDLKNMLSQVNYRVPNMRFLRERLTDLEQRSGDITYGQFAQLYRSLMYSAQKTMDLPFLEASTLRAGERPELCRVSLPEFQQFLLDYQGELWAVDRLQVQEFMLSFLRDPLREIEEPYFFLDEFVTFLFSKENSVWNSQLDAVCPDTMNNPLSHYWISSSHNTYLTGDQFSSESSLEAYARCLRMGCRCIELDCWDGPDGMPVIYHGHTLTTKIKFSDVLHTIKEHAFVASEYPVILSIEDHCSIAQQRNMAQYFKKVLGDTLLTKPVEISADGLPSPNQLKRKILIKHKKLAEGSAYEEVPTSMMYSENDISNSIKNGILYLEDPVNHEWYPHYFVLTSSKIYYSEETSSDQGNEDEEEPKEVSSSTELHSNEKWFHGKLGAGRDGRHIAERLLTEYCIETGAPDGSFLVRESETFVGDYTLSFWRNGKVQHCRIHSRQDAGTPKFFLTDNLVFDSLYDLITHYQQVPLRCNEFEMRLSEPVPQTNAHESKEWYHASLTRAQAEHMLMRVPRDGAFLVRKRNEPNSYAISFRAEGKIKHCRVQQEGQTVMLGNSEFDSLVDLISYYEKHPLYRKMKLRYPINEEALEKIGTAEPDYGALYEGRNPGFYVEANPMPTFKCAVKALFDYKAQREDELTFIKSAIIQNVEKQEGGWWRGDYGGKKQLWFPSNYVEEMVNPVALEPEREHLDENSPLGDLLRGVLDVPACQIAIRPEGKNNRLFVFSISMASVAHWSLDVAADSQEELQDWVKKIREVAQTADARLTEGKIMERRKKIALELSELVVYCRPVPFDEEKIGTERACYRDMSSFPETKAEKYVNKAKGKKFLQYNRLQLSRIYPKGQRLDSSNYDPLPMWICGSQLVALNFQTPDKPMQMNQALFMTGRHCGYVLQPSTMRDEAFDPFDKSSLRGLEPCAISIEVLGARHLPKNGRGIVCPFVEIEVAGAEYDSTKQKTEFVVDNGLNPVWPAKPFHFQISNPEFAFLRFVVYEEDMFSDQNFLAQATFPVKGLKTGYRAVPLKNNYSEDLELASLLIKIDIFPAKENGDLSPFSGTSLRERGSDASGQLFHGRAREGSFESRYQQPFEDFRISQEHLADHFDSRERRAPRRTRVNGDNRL
DAX1 inh-2 – inhibitors of human orphan nuclear receptor DAX1 (NR0B1). P51843. HEK293 Gal4-DAX1 luciferase reporter, luminescence. inhibition, % at 6.75 µM. 340,000 compounds, 0.99% hits. AID 504766;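 active = inhibition above the mean over all tested compounds plus 3 SD, cut at about 4.2% in these data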;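 also: 0% = DAX1-transfected cells with DMSO and 100% = empty-vector control cells with DMSO; inhibition shows as a rise in luminescence from relieved DAX1 repression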
hcDAF12 agonist – activates DAF-12 receptor from parasite H. contortus. HEK293 hcDAF-12 lit1-tk-luc reporter, luminescence; 0% DMSO, 100% Δ7-dafachronic acid. activation, % at 6.8 µM. AID 652067. 370,000 compounds, 1.4% hits;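 active = activation above the mean of all tested compounds plus 3 SD, cut at about 5.5% in these data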;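 also: 100% = response to 3 µM Δ7-dafachronic acid high control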
* marks the source's active call; other numbers are inactive results; i = inactive; . = not tested or not shown. Rows are unselected; overall some 6.9% were active at least once.

Results follow in this order: ADAM17 inh	GAA850 FXN act	PLC-beta3 inh	ssDAF-12 act	sPLA2-III inh	DAX1 inh-1	ADAM10 inh	hgDAF-12 ag	PLC-gamma1 inh	DAX1 inh-2	hcDAF12 agonist
OCc1ccccc1OCCCN1CCC(Cc2ccccc2)CC1
  -5	-0.3	-2	-1.6	-8	0.3	12	-2.3	5	-1.3	0.2
COC(=O)c1c(C)c[nH]c1C
  -2	0.4	4	-1.2	-4	0.5	-4	1.8	3	5.3*	-0.9
S=c1[nH]nc(-c2ccco2)n1/N=C/c1ccccc1
  -3	-0.8	-4	-0.2	19*	-0.4	-17	-1.4	3	1.2	0.6
COc1ccc(CCNC(=O)CSc2nnc(C(C)N(C)C)n2Cc2ccccc2)cc1OC (stereo not given)
  -2	2.2	-1	-1.8	-6	0.5	-2	-4.4	-3	-0.4	-1.1
COc1ccc(C(N)=S)cc1
  -1	2.5	-3	-1.1	17	0.2	0	-1.4	1	4.3*	-2.4
CSc1ccc(OC2(C)CCN(Cc3ccc(OC(C)C)cc3)C2)cc1 (stereo not given)
  -5	0.1	-5	-1.3	1	0.0	-7	-2.2	-2	.	-0.6
CC(=O)Nc1ccc(C)c(NS(=O)(=O)c2cccc(C(F)(F)F)c2)c1
  -5	-1.1	-2	-1.9	-13	-0.4	1	-1.5	0	0.7	-1.1
CCCCn1c(O)c(N=NC(=O)c2ccco2)c2ccccc21
  2	3.0	0	-0.3	-4	-0.4	6	-1.6	2	-0.6	-0.7
CCOc1ccc(OCCSc2nnnn2-c2ccccc2)cc1
  1	2.0	-6	-1.4	-12	-0.6	13	2.4	-2	-1.0	-1.8
COc1ccc(N(C(C)=O)C2C=CS(=O)(=O)C2)c(OC)c1 (stereo not given)
  -7	0.8	-3	-1.7	1	0.4	1	-1.7	0	-1.9	-0.7
Cc1ccc(-n2ccc(-c3nn(-c4ccccc4)ccc3=O)n2)cc1
  -3	2.5	-4	-1.4	4	-0.8	-1	-0.5	2	-0.7	-3.0
COc1ccc(Cc2nnc(SCC(=O)N3CCCC(C)C3)o2)cc1 (stereo not given)
  -1	-1.9	1	-1.9	-4	-0.7	-1	-0.5	0	-1.5	-0.8
CC(=O)Nc1ccc(S(=O)(=O)Oc2ccc(/C=N/N=C3/NC(=O)C(CC(=O)O)S3)cc2)cc1 (stereo not given)
  0	4.2	3	-1.5	-5	-0.4	0	-3.6	5	.	0.2
COC(=O)C(Cc1c[nH]c2ccccc12)N1CCS(=O)(=O)CC1 (stereo not given)
  0	-1.3	0	-1.0	-11	0.2	-4	-1.7	0	4.1	-1.9
O=C(c1cc(COc2c(F)cccc2F)on1)N1CCSCC1
  -6	1.4	-9	-0.6	7	1.3	-4	6.1	2	2.5	0.0
CCc1nc(N2CCC3(CC2)OCCO3)c2nnn(Cc3ccccc3)c2n1
  0	4.5	-6	-1.3	-4	-0.2	0	-2.3	1	-0.3	-2.2
O=C1NC2(CCCC2)C(=O)N1CC(=O)N(Cc1ccccc1)c1ccccc1
  -1	-2.1	-1	-0.3	7	-1.8	-5	1.1	-1	1.5	-0.6
CCOC(=O)C(CC)Sc1nnc2cc(C)c3ccccc3n12 (stereo not given)
  -1	0.7	0	-1.4	-3	0.1	2	0.3	2	0.3	-1.9
Cc1ccc(SCc2c(C(=O)N/N=C/c3ccc(C)o3)nnn2-c2nonc2N)cc1
  4	1.9	-14	-1.2	0	-1.1	-2	0.4	-8	0.1	-1.2
Cc1ccc(Cc2nnc(SCC(=O)Nc3ccccc3)[nH]c2=O)cc1
  -2	1.7	-9	-1.4	7	-1.4	-14	0.9	-4	-0.4	0.1
Cc1ccc(/C=N/N2CCCCC2)o1
  -1	0.1	-3	-0.6	-1	0.4	5	0.8	0	2.9	0.5
C=CCN1C(=O)/C(=C\c2cccs2)C(C(=O)OC)=C1C
  0	-1.3	0	-0.5	-4	-0.9	-4	-1.1	1	-1.0	-0.4
CC(=O)c1ccc(NC(=O)C2CCC(C)(C(=O)O)C2(C)C)cc1 (stereo not given)
  -3	1.3	0	-1.1	8	-0.3	1	-0.6	-1	-0.9	-1.7
Cc1ccc(C)c(C(=O)COC(=O)C2CCN(c3ccc(C(F)(F)F)cn3)CC2)c1
  -5	2.5	-5	-1.1	5	0.6	-6	-0.1	2	0.2	-0.4
O=C(CCN1CCN(Cc2ccccc2)CC1)NNC(=O)Nc1cccc([N+](=O)[O-])c1
  -3	-1.3	-3	-0.7	6	-1.6	-14	-1.3	1	0.6	-0.3
COc1ccc(S(=O)(=O)N(Cc2ccccc2)Cc2nc3ccccc3c(=O)[nH]2)cc1
  -1	-0.3	-5	-0.5	9	-0.9	-7	0.1	-6	-0.6	-0.4
CCn1c(=O)cc(OCC(=O)N2CCc3ccccc32)c2ccccc21
  -1	-1.2	4	-1.4	1	0.7	-6	0.6	-1	1.4	1.6
CCOP(=O)(OCC)c1ccc2c(c1)C(=O)c1ccccc1-2
  -3	.	-2	-0.8	0	.	-5	3.6	1	.	-1.6
O=C(NCc1ccncc1)C(=O)N/N=C/c1ccccn1
  0	-0.6	5	-1.6	2	0.1	9	-1.9	2	1.4	1.1
CCc1cc2c(SCC(=O)N3CC(=O)Nc4ccccc43)ncnc2s1
  -2	0.2	-1	-1.5	-5	-0.5	-1	0.2	-3	-0.2	1.2
COCn1ccnc1C(=O)c1ccco1
  -4	0.0	5	-0.8	-1	0.3	-12	0.6	7	0.1	1.8
CC(=O)N(c1ccc2oc(=O)sc2c1)S(=O)(=O)c1cccc2cccnc12
  2	3.4	-6	-1.1	-21	-0.1	8	-0.3	-1	0.7	-0.2
O=C(COc1ccc(Br)cc1)Nc1ccccc1C(=O)N1CCOCC1
  0	0.5	-1	-1.2	-5	-0.6	1	-1.3	3	0.0	-0.6
CC(C)c1ccc(NC(=O)OC2CCC23CCC(c2ccccc2)CC3)cc1 (stereo not given)
  -5	.	0	0.1	0	.	-6	2.6	-3	.	-0.9
O=C(O)C1CCCN(S(=O)(=O)Cc2ccccc2)C1 (stereo not given)
  -1	-0.8	-3	-0.8	2	0.3	9	-2.0	1	1.2	0.0
CCC(Sc1nc(C)cc(C)n1)C(=O)O (stereo not given)
  -3	-0.2	0	-1.7	15	-0.9	-8	-1.1	-6	0.5	-1.0
OC(CN1C2=NCCCN2c2ccccc21)c1ccc(Cl)cc1 (stereo not given)
  -1	-2.6	1	-0.6	0	0.1	3	-1.7	1	0.8	-0.8
C#CCN1C(=O)S/C(=C\c2ccc(-c3ccc(Cl)c(C(=O)O)c3)o2)C1=O
  -4	7.3	-42	-1.2	6	0.2	0	3.5	-35	2.5	-0.2
CNc1ncnc2c1ncn2[C@H]1CN(CCN2CCOCC2)C[C@@H](CO)O1
  0	-0.4	1	-1.6	3	0.2	-1	0.0	2	.	-0.6
CCc1nc2c(OCc3cc(Cl)cc(Cl)c3)cccn2c1N(C)C(=O)c1ccc(C)cc1
  3	0.2	-7	-1.6	12	-2.3	5	-4.3	-2	.	0.3
O=C1COc2ccc(S(=O)(=O)N3CCC(C(=O)NCc4ccc(F)cc4)CC3)cc2N1
  1	1.4	-7	-1.1	-6	-0.3	3	0.5	-2	-0.6	-1.0
CC(C)OC(=O)c1sc2nc3c(cc2c1N)C(=O)CCC3
  -2	4.2	1	-0.2	-1	0.5	2	3.4	-3	1.2	-1.2
O=C(c1ccccc1)C1CCN(C(=O)C2CCC(=O)N(Cc3cccc(F)c3)C2)CC1 (stereo not given)
  -3	-0.1	-5	-1.4	0	-1.2	9	2.8	2	0.7	1.6
Cc1ccc(NC(=O)N2CCN(S(=O)(=O)c3ccccc3)CC2)cc1
  1	0.3	2	-1.7	-4	-0.2	1	2.8	-2	-0.1	-1.5
C/C(=N/NC(=O)c1ccoc1C)C12CC3CC(CC(C3)C1)C2
  -4	2.7	1	0.7	1	2.7	-7	13*	-2	1.2	4.5
CCN1CCN(c2cc(C)c3cc(NC(=S)N4CCCC(C)C4)ccc3n2)CC1 (stereo not given)
  -172	-11	-247	-2.6	-4	-2.7	-474	-12	-189	-2.7	-4.8
CCOC(=O)C1=CN(Cc2ccc(OC)cc2)C=C(C(=O)OCC)C1c1cccs1
  -216	4.2	-380	-1.5	-2	-1.2	i	-2.9	-311	-0.3	-3.1
O=C(CCc1ccc(S(=O)(=O)NCCc2ccccc2)cc1)NCc1ccc2c(c1)OCO2
  3	-1.3	-7	-1.7	-32	-1.1	5	3.0	4	-0.3	-1.5
Clc1ccccc1-c1nnc2n1-c1ccccc1SC2
  1	-1.2	0	-0.2	-3	-0.8	4	-0.8	3	0.1	0.2
CCOC(=O)C1CCCN(C2=NC(=O)/C(=C/c3ccc(O)c(OC)c3)S2)C1 (stereo not given)
  -7	-2.3	-184	-1.4	-11	-0.6	-12	1.0	-130	0.0	-1.8
Cc1ccc(/C=C/C(=O)OCC(=O)NC(=O)NCc2ccccc2)cc1
  -2	1.1	-4	-0.7	3	1.3	-5	-1.5	-3	1.1	0.5
CN1C(=O)c2cc(NC(=O)Nc3ccccc3)ccc2OC[C@H]2O[C@@H](CC(=O)N[C@H]3CCN(Cc4ccccc4)C3)CC[C@@H]21
  -1	.	5	-1.3	-26	0.3	6	-3.5	5	.	0.9
COc1ccccc1CNC(=O)C(=O)NCC1CCCN1S(=O)(=O)c1cc(C)ccc1C (stereo not given)
  0	-0.8	3	-1.0	-4	0.1	3	-0.7	3	0.2	-1.7
Cn1c(NC(=O)c2cc(Cl)ccc2Cl)cc(=O)n(C)c1=O
  5	0.7	2	-0.8	10	1.1	-15	-4.2	2	-0.5	-1.3
CCOC(=O)c1ccc(NC(=O)c2c(C)[nH]c(C(=O)OCC)c2C)cc1
  2	2.3	2	-1.4	-10	-0.8	4	-2.4	2	-1.2	-1.7
CC1(C)CC(NC(=O)C2CCN(S(=O)(=O)c3cccc(C(F)(F)F)c3)CC2)CC(C)(C)N1
  0	0.3	-4	-1.2	-4	1.8	0	-1.7	0	0.1	-0.1
CCCS(=O)c1nc(C)cc(C)c1S(C)(=O)=O (stereo not given)
  -2	0.8	2	-0.9	2	-0.1	8	2.9	2	-0.1	-0.8
Clc1ccc(Cc2noc(-c3cccs3)n2)cc1
  -3	2.2	0	-0.6	-2	1.0	-1	19*	-1	1.2	0.9
CC(=O)Nc1nonc1NC(=O)c1ccc(F)cc1
  -2	0.9	2	-1.1	2	0.1	-1	0.6	5	0.5	-1.6
